CHT block: inhibits the human high affinity choline transporter; Q9GZV3; 0.86% of 310,000 active; B-score at 10 µM; CHT-expressing cells, membrane potential dye, choline response; stronger effect = lower value;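 active = B-score over 3 SD under the library average, and starting fluorescence ratio not unusually high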;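 also: choline stimulus applied at its EC90 after an EC20 pre-addition; B-score computed on integrated fluorescence ratio after choline addition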
Target sequence (Q9GZV3 whole entry, looked up): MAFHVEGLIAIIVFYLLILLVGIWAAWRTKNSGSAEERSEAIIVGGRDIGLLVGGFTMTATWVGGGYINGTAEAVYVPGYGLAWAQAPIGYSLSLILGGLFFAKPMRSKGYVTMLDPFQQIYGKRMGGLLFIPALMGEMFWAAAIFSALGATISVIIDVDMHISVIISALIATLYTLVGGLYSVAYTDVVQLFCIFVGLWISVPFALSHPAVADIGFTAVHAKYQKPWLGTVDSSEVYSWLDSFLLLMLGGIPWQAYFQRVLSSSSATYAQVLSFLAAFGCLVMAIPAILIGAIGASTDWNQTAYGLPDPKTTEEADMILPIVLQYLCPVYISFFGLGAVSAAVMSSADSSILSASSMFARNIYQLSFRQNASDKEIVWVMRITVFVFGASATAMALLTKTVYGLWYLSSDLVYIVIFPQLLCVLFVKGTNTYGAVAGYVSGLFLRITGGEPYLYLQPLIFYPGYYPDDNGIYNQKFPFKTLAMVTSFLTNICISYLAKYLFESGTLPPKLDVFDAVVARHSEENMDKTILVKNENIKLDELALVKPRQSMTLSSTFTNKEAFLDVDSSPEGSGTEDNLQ
Kir21 inh: blocks the mouse Kir2.1 inward-rectifier potassium channel | P35561 | HEK293-Kir2.1, FluxOR thallium flux fluorescence; stronger effect = lower value | B-score at 10 µM | 0.85% of 310,000 active;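 active = fluorescence ratio B-score at or below minus 3 SD of library scores, with starting-brightness B-score within 2 SD, cut at about -4.2 in these data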;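 also: channel flux triggered by added potassium and thallium sulfate stimulus; B-score of peak minus minimum fluorescence over baseline after thallium stimulus; more negative B-score means stronger Kir2.1 block with less thallium influx; some compounds called inactive have numbers as strong as hits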
Target sequence (P35561 whole entry, looked up): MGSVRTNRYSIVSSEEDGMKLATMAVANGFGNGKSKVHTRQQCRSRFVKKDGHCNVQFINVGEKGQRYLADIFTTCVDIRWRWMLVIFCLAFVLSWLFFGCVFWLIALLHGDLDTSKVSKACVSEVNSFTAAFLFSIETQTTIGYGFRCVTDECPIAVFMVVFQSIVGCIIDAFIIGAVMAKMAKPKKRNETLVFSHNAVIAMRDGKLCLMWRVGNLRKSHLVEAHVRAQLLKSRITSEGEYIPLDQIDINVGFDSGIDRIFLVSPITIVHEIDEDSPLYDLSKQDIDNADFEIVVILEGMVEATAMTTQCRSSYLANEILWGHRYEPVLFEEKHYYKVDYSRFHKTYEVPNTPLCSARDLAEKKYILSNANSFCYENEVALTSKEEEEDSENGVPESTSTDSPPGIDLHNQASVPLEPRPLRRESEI
Active calls of the source: *; i = inactive; . = no result given. The order is random; about 1.6% have a hit in one of these screens.

SMILES	CHT block	Kir21 inh
CN(C(=O)COC(=O)c1cc(S(=O)(=O)N2CCOCC2)ccc1F)C1CCS(=O)(=O)C1 (stereo unspecified)	i	-0.09
CC(=O)Oc1ccc(/C=N/NC(=O)c2ccc(N(C)S(=O)(=O)c3ccccc3)cc2)cc1	i	-0.62
COc1cc2c(cc1NC(=O)CCC(=O)O)oc1ccccc12	i	-1.4
O=c1[nH]c(/C=C/c2ccccc2F)nc2ccccc12	i	1.7
c1cnc2ccc(C(c3nnnn3C3CCCC3)N3CCSCC3)cc2c1 (stereo unspecified)	i	-0.74
COc1cc(CNC2CCC(C)C2)cc(OC)c1 (stereo unspecified)	i	0.53
CCCc1nc2c(s1)CCc1onc(-c3cccc([N+](=O)[O-])c3)c1-2	i	-0.83
Cc1nc(=S)c2ccccc2[nH]1	i	1
Cc1ccc(S(=O)(=O)NC2=NCN(C(C)C)CN2)cc1	i	0.12
CCS(=O)(=O)N1CCC(NC(=O)c2cc(OC)cc(OC)c2)CC1	i	0.45
CCOc1ccc(CCNC(=O)C(C)n2nc(C)c3c(C)n(-c4ccccc4)nc3c2=O)cc1 (stereo unspecified)	i	0.56
Cc1cccc(NC(=O)Cn2c(O)c(N=NC(N)=S)c3ccccc32)c1	i	-0.75
COC(=O)c1sc(N/N=C/c2ccc(C(C)C)cc2)nc1C	i	0.62
CCOC(=O)C1CCN(C(=O)Nc2c(-c3ccccc3)noc2C)CC1	i	-1.8
CC1CN(CN2C(=O)c3ccccc3C2=O)CC(C)O1 (stereo unspecified)	i	-1.1

The last five records of the part before are carried over, then new ones follow.
SMILES	CHT block	Kir21 inh
CCOc1ccc(CCNC(=O)C(C)n2nc(C)c3c(C)n(-c4ccccc4)nc3c2=O)cc1 (stereo unspecified)	i	0.56
Cc1cccc(NC(=O)Cn2c(O)c(N=NC(N)=S)c3ccccc32)c1	i	-0.75
COC(=O)c1sc(N/N=C/c2ccc(C(C)C)cc2)nc1C	i	0.62
CCOC(=O)C1CCN(C(=O)Nc2c(-c3ccccc3)noc2C)CC1	i	-1.8
CC1CN(CN2C(=O)c3ccccc3C2=O)CC(C)O1 (stereo unspecified)	i	-1.1
O=C1N=c2ccccc2=C1c1sc(NS(=O)(=O)Cc2ccccc2)nc1O	i	1.6
NS(=O)(=O)c1ccc(NC(=O)COC(=O)CCc2ccc(S(=O)(=O)N3CCOCC3)cc2)cc1	i	1.1
COc1ccc(C2=NN(C(=O)c3cccs3)C(c3ccccc3O)C2)cc1 (stereo unspecified)	i	0.04
CC1(C)Cc2c(cnn2-c2ccc(F)cc2)C(NC(=O)C2CCC2)C1 (stereo unspecified)	i	-0.53
CCCCOc1cccc(NC(=O)CSc2nncn2C)c1	i	-0.35
Cc1nn2c3ccccc3n(CCN3CCCCC3)c2nc1=O	i	-0.07
COC(=O)c1cc(OC)c(OCc2cc(C(=O)OC)oc2C)c(OC)c1	i	0.55
O=C(Nc1cccc(Br)c1)c1ccn[nH]1	i	-1.3
O=[N+]([O-])c1ccc(Cl)c2cccnc12	i	-0.48
Cc1cc(NC(=O)c2ccccc2Cl)n(C(C)(C)C)n1	i	0.9
O=C(CCn1c(=S)[nH]c2ccccc2c1=O)NCCc1ccccc1	i	0.9
CC(=O)N1Cc2cc(N)ccc2Oc2ccccc21	i	-0.03
C=CCNC(=O)c1cnn(-c2ccccc2)c1-c1ccccc1	i	1.8
C/C(CC(=O)Nc1ccc(Cl)cc1)=N\NC(=O)C(=O)NCCO	i	0.41
COc1ccc(CCn2ccc(O)c(Cc3ccc(Cl)cc3)c2=O)cc1OC	i	1.1

Part of the list above in order of molar mass, highest first:
SMILES	CHT block	Kir21 inh
NS(=O)(=O)c1ccc(NC(=O)COC(=O)CCc2ccc(S(=O)(=O)N3CCOCC3)cc2)cc1	i	1.1
O=C1N=c2ccccc2=C1c1sc(NS(=O)(=O)Cc2ccccc2)nc1O	i	1.6
COc1ccc(C2=NN(C(=O)c3cccs3)C(c3ccccc3O)C2)cc1 (stereo unspecified)	i	0.04
COC(=O)c1cc(OC)c(OCc2cc(C(=O)OC)oc2C)c(OC)c1	i	0.55

Further compounds
SMILES	CHT block	Kir21 inh
Cc1occc1C(=O)Nc1nnc(-c2cccs2)s1	i	-0.32
O=C(CSc1nc(-c2ccccc2)cc(=O)[nH]1)N1CCc2ccccc21	i	.
Cc1ccc(CN2C(=O)CSC2c2ccccc2F)cc1 (stereo unspecified)	i	-3
O=C(NCCNc1ccc([N+](=O)[O-])cc1C(F)(F)F)c1ccccc1F	i	-1.3
Cc1ccc(C)c(N2CCN(C(=O)CCC(=O)Nc3nnc(C(F)(F)F)s3)CC2)c1	i	0.21
O=C(C1=NNC2C(=O)N(c3ccccc3)C(=O)C12)c1nc(Cl)ccc1Cl (stereo unspecified)	i	0.57
Brc1cccc(OCCCN2CCCCCC2)c1	i	1.3
Cc1ccc(C(=O)c2c[nH]cc2-c2ccccc2)cc1	i	1.2
CCOc1c2ccc(C(=O)NCC34CC5CC(CC(C5)C3)C4)cc2nn1CC	i	1.7
CC(=O)N1CCN(C(=O)CCc2nc3ccccc3c(=O)[nH]2)CC1	i	0.52
COc1ccc(CNCCCSc2ncccn2)cc1OC	i	0.38
COc1cc(C2c3c([nH]c(=O)[nH]c3=O)Nc3ccc4ccccc4c32)cc(OC)c1OC (stereo unspecified)	i	0.7
Cn1cc(/C=C(\C(=O)O)C(C(=O)O)=C2CCCCC2)c2ccccc21	i	0.65
CCCCN(C)S(=O)(=O)c1ccc(C(=O)Nc2nnc(CSC)o2)cc1	i	-0.77
c1ccc2c(c1)oc1c(Nc3ccc(CN4CCOCC4)cc3)ncnc12	i	-5*
Cc1ccc(S(=O)(=O)CC(=O)N2CCCC2)cc1	i	0.05
O=C(CSc1nc2ccc(Cl)cc2[nH]1)NCc1ccco1	i	0.92
Cc1cccc(/N=C/c2c(O)n(Cc3ccc4c(c3)OCO4)c(=O)c3ccccc23)n1	i	0.41
CCCN(CCC)CC(O)COc1ccc2c(c1)OCO2 (stereo unspecified)	i	0.15
COc1ccc2cc(C(=O)O)n(CC(=O)c3ccccc3)c2c1	i	0.7
COC(=O)C(N)Cc1ccc(O)c(O)c1 (stereo unspecified)	i	-3
CCCCN(CC)Cc1ccc(CNC(=S)Nc2ccc(C)cc2Cl)o1	i	-0.75
CCOC(=O)c1csc(-c2sccc2Br)n1	i	0.25
O=C(CSc1nnc(SCc2ccc(Cl)cc2)s1)N1CCOCC1	i	1.3
NC1=NC(=O)C2(COC(c3cccnc3)OC2)S1 (stereo unspecified)	i	-0.12
COc1ccccc1CNC(=O)C1CC2Cn3c(nc4ccccc43)C2N1C (stereo unspecified)	i	-0.39
CCc1nnc(NC(=O)CSc2nc(C)cs2)s1	i	-1.9
Cc1ccc(N(C(=O)c2csnn2)C(C(=O)NC2CCCC2)c2cccnc2)c(C)c1 (stereo unspecified)	i	0.12
COc1cccc(C(=O)NC(C)CCc2ccccc2)c1 (stereo unspecified)	i	-1
O=C(NCC(=O)N(CCN1CCOCC1)C(C(=O)NC1CCCC1)c1cccnc1)c1cccs1 (stereo unspecified)	i	0.01

Reprinted at random: three compounds from above, in no set order.
SMILES	CHT block	Kir21 inh
CCc1nnc(NC(=O)CSc2nc(C)cs2)s1	i	-1.9
O=C(NCC(=O)N(CCN1CCOCC1)C(C(=O)NC1CCCC1)c1cccnc1)c1cccs1 (stereo unspecified)	i	0.01
O=C(CSc1nnc(SCc2ccc(Cl)cc2)s1)N1CCOCC1	i	1.3

The listing continues:
SMILES	CHT block	Kir21 inh
COc1cccc(/C=C/c2ccc3cccc(O)c3n2)c1	i	-0.06
COc1ccc(CCNC(=O)CN(c2ccc(OC)c(OC)c2)S(C)(=O)=O)cc1OC	i	-1.1
CC(COc1ccccc1)N(CCCl)Cc1ccccc1 (stereo unspecified)	i	2.6
COc1ccc(C(=O)NNC(=S)NC(=O)c2ccc(Cl)cc2)cc1	i	1.4
COc1cc(C)c(C(C)C)cc1S(=O)(=O)n1cnc(C)c1	i	-0.25
COc1ccc(OC)c(S(=O)(=O)NCc2ccccn2)c1	i	0.09
Cc1ccc(C(=O)NCC(=O)OCC(=O)c2c(N)n(C)c(=O)n(C)c2=O)s1	i	-0.71
O=C(N/N=C/c1cccnc1)C12CC3CC(CC(C3)C1)C2	i	0.27
O=C1C2CC=C(Cl)CC2C(=O)N1CCCCCCN1C(=O)C2CC=C(Cl)CC2C1=O (stereo unspecified)	i	-1.3
CCc1nnc(NC(=O)c2ccc(COc3ccccc3C)o2)s1	i	0.17
COc1ccc(OC)c(C(=O)Cn2nnc3ccccc3c2=O)c1	i	0.36
Cn1c(C(=O)NN)cc2cc(Oc3ccccc3)ccc21	i	-0.28
O=C(Nc1ccc(-n2cc(Cl)cn2)cc1)c1ccncc1	i	-0.63
Cc1ccc(C)c2sc(NC(=O)c3ccc(N4CCCCC4)c([N+](=O)[O-])c3)nc12	i	0.86
COc1ccccc1CNC(=O)C(C)n1cccc1C(=O)c1ccccc1 (stereo unspecified)	i	-3.2
COc1ccc(C)cc1N(CC(=O)N1CCCCCC1)S(=O)(=O)c1ccccc1	i	-2.1
COc1ccc(CC(=O)Nc2ccc(C(=O)NCC(C)C)cc2)cc1	i	0.65
COc1ccc(/C=C\c2nc(=O)c3ccccc3o2)cc1	.	-1.8
CCc1noc(C)c1C(=O)Nc1nnc(C2CCCCC2)s1	i	-0.04
O=C(Nc1ccc([N+](=O)[O-])cc1)N1CCCCCC1	i	-1.9
Cc1cc(C)c(C(=O)OCC(=O)NCc2cccs2)c(C)c1	i	0.67
O=C(Cn1cc(S(=O)(=O)Cc2ccccc2)c2ccccc21)N1CCOCC1	i	2.1
CCN1C(=O)N[C@H](c2ccc(Br)cc2)C(C(=O)OC)=C1C	i	0.41
CSc1ncccc1C(=O)N(C)CC(=O)Nc1cccc(F)c1	i	0.09
CCC1C/C(=C/c2ccco2)C(=O)/C(=C/c2ccco2)C1 (stereo unspecified)	i	.
COc1cc(C)ccc1OCCOCCOc1cccc2ccc(C)nc12	i	-3.3
CC(=O)c1ccc(OCCCC(=O)N2CCN(S(=O)(=O)c3cc(C)ccc3C)CC2)cc1	i	-2
CCSc1nnc(-c2ccc(S(=O)(=O)N3CCOCC3)cc2)n1C	i	-0.01
COc1cccc(Oc2nc(-c3ccccc3O)nc3ccccc23)c1	i	-0.5
COc1ccc(-c2cc(C(=O)N3CCN(S(=O)(=O)c4ccc(C)cc4)CC3)[nH]n2)cc1	i	-0.57
COc1cccc(N(CC(=O)NC2CCCC2)C(=O)Cn2nnc(-c3ccc(C)cc3)n2)c1	i	-0.9
O=C(O)c1cc([N+](=O)[O-])cc([N+](=O)[O-])c1N1CCN(c2cccc(C(F)(F)F)c2)CC1	-5.3*	1.2
Nc1n[nH]c(N)c1N=Nc1ccccc1F	i	1.8
N#CCSC1=Nc2ccccc2C2=NC(CCC(=O)N3CCN(c4ccccc4)CC3)C(=O)N12 (stereo unspecified)	i	0.03
Cc1ccc(N2CC(C(=O)Oc3cccc(N4C(=O)CCC4=O)c3)CC2=O)cc1 (stereo unspecified)	i	0.92
Cc1cc(NC(=O)CSc2nc3c(c(=O)n2-c2ccc(Cl)cc2)SCC3)no1	i	0.59
COc1ccc(C(=O)NC(=S)Nc2ccc(N3CCN(C(C)=O)CC3)cc2)cc1[N+](=O)[O-]	i	0.2
CC(C)Sc1nc2c(cnn2-c2ccc(F)cc2)c(=O)[nH]1	i	-0.01
N#Cc1c(NC(=O)COC(=O)c2nccnc2N)sc2c1CCCC2	i	-1.7
CCOC(=O)/C(C(=Nc1ccccc1)Nc1ccccc1)=C(\C)O	i	-0.68
Cc1ccc2c(c1)CCCN2C(=O)c1ccoc1C	i	0.11
COc1ccc(NC(=O)CS(=O)c2ccccc2Cl)cc1 (stereo unspecified)	i	0.9
COc1ccc(N(C(=O)c2snc(C(N)=O)c2N)C(C(=O)NC2CCCC2)c2ccco2)cc1 (stereo unspecified)	i	-0.61
CC(=O)c1cccc(Nc2cc(C)nc3ccc(C)cc23)c1	i	0.09
Clc1ccc(-c2ccc(C=Nc3ccc(N4CCOCC4)cc3)o2)c(Cl)c1	i	-0.78
CCCCOc1ccc(CONS(=O)(=O)c2ccc(NC(C)=O)cc2)cc1Cl	i	-0.51
Cc1ccc(S(=O)(=O)Nc2ccc(C(=O)NC3CC3)cc2)cc1	i	-0.18
COc1ccc(NCc2ccc3c(c2)OCO3)cc1Cl	i	-1.6
Cc1cc(C)cc(Oc2coc3c(CN(C)C)c(O)ccc3c2=O)c1	i	0
CC(=O)c1c(C(C)=O)c(C)n(C(c2ccccc2)c2ccccc2)c1C	i	-0.99
CCOC(=O)C1(Cc2cccc(F)c2)CCN(C(=O)c2ccoc2C)CC1	i	-2
CCn1c(CNc2ccccc2Cl)nnc1SCC(=O)OC1CCCCC1	i	-4.5*
CC(C)NS(=O)(=O)c1ccc(NC(=O)Cc2ccsc2)cc1	i	-0.03
Cc1ccccc1NC(=O)c1ccccc1NC(=O)Cc1cccc2ccccc12	i	-0.46
CCCN(CCC)c1ncnc2c1cnn2-c1ccc(OC)cc1	i	0.62
Cc1c(Cl)c([N+](=O)[O-])nn1CCCC(=O)Nc1cc(Cl)ccc1Cl	i	0.04
O=C(Nc1ccc(F)cc1)c1cc(S(=O)(=O)N2CCCCC2)ccc1F	i	2.1
Cc1nc(CSc2n[nH]c(=O)n2-c2cccc(F)c2)cs1	i	-2
C=CCn1cc(C(=O)NCC2CCCO2)c(=O)c2cc(S(=O)(=O)N3CCCCCC3)ccc21 (stereo unspecified)	i	.
Cc1cc(CNC(=O)c2ccc3c(c2)OCO3)c2ccccc2n1	i	0.52
Further compounds:
SMILES	CHT block	Kir21 inh
COc1ccc(C(=O)Nc2ccc(Nc3ccccc3)cc2)cc1[N+](=O)[O-]	i	1
CCOC(=O)[C@@H]1[C@H]2COc3cc(OC)ccc3[C@@H]2N2C(=O)N(c3cccc(Cl)c3)C(=O)[C@]12C	i	-0.58
O=C(Nc1nnc(COc2ccccc2)s1)c1ccco1	i	-1.1
COC(=O)[C@H](Cc1ccccc1)NC(=O)N1Cc2ccccc2C[C@H]1C(=O)OC	i	-0.55
